SRC3 TRFRET art: TR-FRET detection interference compounds, artefact control for PPARgamma SRC-3 recruitment agonists, biochemical, TR-FRET ratio; TR-FRET artefact counter-screen, PPARgamma/SRC-3 format; stronger effect = higher value; TR-FRET ratio at 8 µM; 99,000 compounds, 0.39% hits; AID 1048, 2008; in the data active means TR-FRET ratio above about 2000; further: inactives centre near 1600
SRC1 TRFRET art: TR-FRET detection interference compounds, primary screen, artefact control for PPARgamma SRC-1 recruitment agonists, biochemical, TR-FRET emission ratio | TR-FRET detection artefact counter-screen; stronger effect = higher value | 99,000 compounds, 0.34% hits | AID 1051, 2008 | TR-FRET ratio at 8 µM; in the data active means TR-FRET ratio above about 2300; further: inactives centre near 1800
Numbers without * were called inactive. An excerpt (hit frequency here may not be typical).

What do the screens show for `COc1cccc(/C=C2\SC(=N)N(c3ccc(F)cc3)C2=O)c1`?
SRC3 TRFRET art: 1424; SRC1 TRFRET art: 1775

Results for Cn1c(CN2CCCC2)nc2cc(NC(=O)c3cccs3)ccc21 ?
SRC3 TRFRET art: 1785; SRC1 TRFRET art: 1697

Results for CC(/C=N/N1C(=O)CSC1=S)=C\c1ccccc1 ?
SRC3 TRFRET art: 1296; SRC1 TRFRET art: 1935

Results for COc1ccc(NC(=O)Nc2ccc3oc(C)nc3c2)cc1 ?
SRC3 TRFRET art: 1780; SRC1 TRFRET art: 1931

How did OCCn1c(-c2ccccc2)csc1=Nc1ccccc1 do in these assays?
SRC3 TRFRET art: 1648; SRC1 TRFRET art: 1936

What do the screens show for `O=S(=O)(c1ccc(F)cc1)N1CCN(C(=S)NC2CCCC2)CC1`?
SRC3 TRFRET art: 1640; SRC1 TRFRET art: 1603

Results for COc1ccc(N2CCN(C(=O)c3c(C)nn(-c4ccccc4)c3C)CC2)cc1 ?
SRC3 TRFRET art: 1476; SRC1 TRFRET art: 1598

Results for CCOc1ccc(N(C(=O)C2CCCO2)C2C=CS(=O)(=O)C2)cc1 (centres undefined) ?
SRC3 TRFRET art: 1730; SRC1 TRFRET art: 1645

Results for CS(=O)(=O)n1nc(OC(=O)c2cccs2)cc1N ?
SRC3 TRFRET art: 1590; SRC1 TRFRET art: 1420

What do the screens show for `CCCCOc1ccc(C(=O)NCCc2cccs2)cc1`?
SRC3 TRFRET art: 1427; SRC1 TRFRET art: 1517

Results for Cc1ccc2cc(CCNC(=O)C(C)(C)C)c(=O)[nH]c2c1 ?
SRC3 TRFRET art: 1663; SRC1 TRFRET art: 1679

Results for COc1ccc(NC(=S)Nc2cccc(Cl)c2Cl)cc1OC ?
SRC3 TRFRET art: 1211; SRC1 TRFRET art: 1678

3 entries out of the list, arranged by length of the SMILES, rising:
Results for CS(=O)(=O)n1nc(OC(=O)c2cccs2)cc1N ?
SRC3 TRFRET art: 1590; SRC1 TRFRET art: 1420

Results for Cn1c(CN2CCCC2)nc2cc(NC(=O)c3cccs3)ccc21 ?
SRC3 TRFRET art: 1785; SRC1 TRFRET art: 1697

What do the screens show for `COc1cccc(/C=C2\SC(=N)N(c3ccc(F)cc3)C2=O)c1`?
SRC3 TRFRET art: 1424; SRC1 TRFRET art: 1775

Carrying on:
What do the screens show for `Cc1cc(NC(=O)Cn2c(=O)n(CCCCC(=O)NC3CCN(Cc4ccccc4)CC3)c(=O)c3ccccc32)n[nH]1`?
SRC3 TRFRET art: 1470; SRC1 TRFRET art: 1761

What do the screens show for `CCO[C@@H]1OC(C(=O)N2CCN(C)CC2)=C[C@H](c2ccc(C(F)(F)F)cc2)[C@H]1CCCO`?
SRC3 TRFRET art: 1572; SRC1 TRFRET art: 1752

What do the screens show for `CCNS(=O)(=O)c1ccc(NC(=O)c2ccc(Cn3cc(Br)cn3)o2)cc1`?
SRC3 TRFRET art: 1605; SRC1 TRFRET art: 1671

How did CC(C)Cn1c(=O)c(C(=O)N/N=C/c2cccc(F)c2)c(O)c2ccccc21 do in these assays?
SRC3 TRFRET art: 1555; SRC1 TRFRET art: 1810

Results for COc1ccc(N2CCN(Cc3nc4ccccc4n3C)CC2)cc1 ?
SRC3 TRFRET art: 1573; SRC1 TRFRET art: 1681

What do the screens show for `Cc1ccc2c(c1)N(CCCC(=O)NCc1cccnc1)C(=O)CO2`?
SRC3 TRFRET art: 1624; SRC1 TRFRET art: 1794

What do the screens show for `NC(=O)C1CCN(C(=O)/C=C/c2ccco2)CC1`?
SRC3 TRFRET art: 1337; SRC1 TRFRET art: 1823

How did Cc1c(Cl)cccc1NC(=S)NCCc1ccc(C(F)(F)F)cc1 do in these assays?
SRC3 TRFRET art: 1714; SRC1 TRFRET art: 1927

Results for CCCC[n+]1c(C)sc2ccc(C)cc21 ?
SRC3 TRFRET art: 1817; SRC1 TRFRET art: 1510

How did CC(/C=N/NC(=O)Cc1cccn1C)=C\c1ccccc1 do in these assays?
SRC3 TRFRET art: 1265; SRC1 TRFRET art: 1876

How did CCCCNC(=O)NNC(=O)c1ccc(F)cc1 do in these assays?
SRC3 TRFRET art: 1510; SRC1 TRFRET art: 1784

Results for O=C(OC(c1ccccc1)c1nccc2ccccc12)c1cc([N+](=O)[O-])cc([N+](=O)[O-])c1 (centres undefined) ?
SRC3 TRFRET art: 1533; SRC1 TRFRET art: 1975

Looked up by compound from the list above (four):
How did CCCCNC(=O)NNC(=O)c1ccc(F)cc1 do in these assays?
SRC3 TRFRET art: 1510; SRC1 TRFRET art: 1784

How did CC(C)Cn1c(=O)c(C(=O)N/N=C/c2cccc(F)c2)c(O)c2ccccc21 do in these assays?
SRC3 TRFRET art: 1555; SRC1 TRFRET art: 1810

Results for O=C(OC(c1ccccc1)c1nccc2ccccc12)c1cc([N+](=O)[O-])cc([N+](=O)[O-])c1 (centres undefined) ?
SRC3 TRFRET art: 1533; SRC1 TRFRET art: 1975

What do the screens show for `Cc1ccc2c(c1)N(CCCC(=O)NCc1cccnc1)C(=O)CO2`?
SRC3 TRFRET art: 1624; SRC1 TRFRET art: 1794

More entries
What do the screens show for `COc1ccc(C2N(c3ccc(C)cc3)CCN2c2ccc(C)cc2)cc1O`?
SRC3 TRFRET art: 1610; SRC1 TRFRET art: 1538

What do the screens show for `O=C1c2ccccc2C(=O)c2cc(NC(=O)C3CC3)ccc21`?
SRC3 TRFRET art: 1686; SRC1 TRFRET art: 1701

What do the screens show for `CN1CCC(CO)(Cc2ccccc2)CC1`?
SRC3 TRFRET art: 1678; SRC1 TRFRET art: 1933

What do the screens show for `CCOc1ccc(C2CC(c3ccc(OC)c(OC)c3)n3nc(N)nc3N2)cc1` (centres undefined)?
SRC3 TRFRET art: 1608; SRC1 TRFRET art: 2004

What do the screens show for `O=C(CCCN1C(=O)CSc2ncccc21)N1CCN(Cc2ccccc2)CC1`?
SRC3 TRFRET art: 1743; SRC1 TRFRET art: 2013

What do the screens show for `Cc1cc(C(=O)C(=O)O)c(C)n1-c1ccc(Cl)c(Cl)c1`?
SRC3 TRFRET art: 1552; SRC1 TRFRET art: 1939

Results for C/C(=N\NC(=O)c1cccc(N/N=C(\C)c2cc(O)ccc2O)c1)c1cc(O)ccc1O ?
SRC3 TRFRET art: 1513; SRC1 TRFRET art: 1727

How did CC1=C(C)CC(C(=O)Nc2nc(-c3ccc(F)cc3)c(C)s2)C(C(=O)O)C1 (centres undefined) do in these assays?
SRC3 TRFRET art: 1703; SRC1 TRFRET art: 1638

What do the screens show for `O=C(NCCc1ccc(Cl)cc1)C1CCC(CNc2nc(=S)[nH]c3ccccc23)CC1` (centres undefined)?
SRC3 TRFRET art: 1614; SRC1 TRFRET art: 2108

Results for COc1cc(/C=C/C(=O)OCC(=O)N2CCOCC2)ccc1OCC#N ?
SRC3 TRFRET art: 1508; SRC1 TRFRET art: 1965

How did O=C(CSc1ccc(-c2cccs2)nn1)Nc1ccccc1 do in these assays?
SRC3 TRFRET art: 1743; SRC1 TRFRET art: 1800

How did N#Cc1c(-c2ccco2)ccn(Cc2cccc(F)c2)c1=O do in these assays?
SRC3 TRFRET art: 1639; SRC1 TRFRET art: 1770

Structures from the list above containing a cyano group, in the order listed:
Results for COc1cc(/C=C/C(=O)OCC(=O)N2CCOCC2)ccc1OCC#N ?
SRC3 TRFRET art: 1508; SRC1 TRFRET art: 1965

How did N#Cc1c(-c2ccco2)ccn(Cc2cccc(F)c2)c1=O do in these assays?
SRC3 TRFRET art: 1639; SRC1 TRFRET art: 1770

(listing goes on)
How did COc1ccccc1C(=O)Nc1ccc(OCc2nnc3c4ccccc4c(C)nn23)cc1 do in these assays?
SRC3 TRFRET art: 1708; SRC1 TRFRET art: 1516

Results for COc1ccc(OCC(=O)N2N=C(C(F)F)CC2(O)C(F)F)cc1 (centres undefined) ?
SRC3 TRFRET art: 1536; SRC1 TRFRET art: 1610

How did Cc1cccc(C(=O)NCCNc2nc3cc(C)c(C)cc3cc2C)c1 do in these assays?
SRC3 TRFRET art: 1658; SRC1 TRFRET art: 1927

How did CCOC(=O)NN1C(=O)c2ccccc2NC12CCCC2 do in these assays?
SRC3 TRFRET art: 1313; SRC1 TRFRET art: 1713

How did O=C(NS(=O)(=O)c1ccccc1Cl)c1ccc[nH]1 do in these assays?
SRC3 TRFRET art: 1568; SRC1 TRFRET art: 1779

How did Cc1nc2c(ccc3nc(NC(=O)Cc4ccccc4)sc32)s1 do in these assays?
SRC3 TRFRET art: 1558; SRC1 TRFRET art: 1669

What do the screens show for `CCc1ccc(NC(=O)C(=O)NCC2CCCO2)cc1` (centres undefined)?
SRC3 TRFRET art: 1656; SRC1 TRFRET art: 1812

What do the screens show for `CC1=NNC(=O)C1CC(=O)N/N=C(/C)c1cccc([N+](=O)[O-])c1` (centres undefined)?
SRC3 TRFRET art: 1542; SRC1 TRFRET art: 1846

What do the screens show for `CC1(C)CC(=O)C=C(NCCc2ccc(S(N)(=O)=O)cc2)C1`?
SRC3 TRFRET art: 1550; SRC1 TRFRET art: 1941

What do the screens show for `O=c1[nH][nH]c(C(F)(F)F)c1C=NCc1cccs1`?
SRC3 TRFRET art: 1564; SRC1 TRFRET art: 2014

What do the screens show for `COCCSc1ccccc1C(=O)N1CCCC(C)C1` (centres undefined)?
SRC3 TRFRET art: 1487; SRC1 TRFRET art: 1784

What do the screens show for `O=Cc1ccc(N2CCCCC2)cc1`?
SRC3 TRFRET art: 1323; SRC1 TRFRET art: 1723

What do the screens show for `N#Cc1ccccc1CSc1nc2ncc(Br)cc2[nH]1`?
SRC3 TRFRET art: 1759; SRC1 TRFRET art: 1936

Results for CCC(C)c1ccccc1NC(=O)C(C)N(C)Cc1cccc(OC)c1 (centres undefined) ?
SRC3 TRFRET art: 1615; SRC1 TRFRET art: 1784

Results for COc1ccc(C2C(C#N)=C(N)OC3=C2C(=O)CC(C)(C)C3)c(OC)c1OC (centres undefined) ?
SRC3 TRFRET art: 1484; SRC1 TRFRET art: 2047

What do the screens show for `CCOC(=O)C1(CCOc2ccccc2)CCN(Cc2ccc(NC(C)=O)cc2)CC1`?
SRC3 TRFRET art: 1616; SRC1 TRFRET art: 1757

Results for Cc1cc(Cl)ccc1OCc1cn2cccnc2n1 ?
SRC3 TRFRET art: 1496; SRC1 TRFRET art: 1477

Results for CCCc1cc(=O)[nH]c(SCC(=O)N2CCN(S(=O)(=O)c3ccc(C)cc3C)CC2)n1 ?
SRC3 TRFRET art: 1733; SRC1 TRFRET art: 2014

Results for CSc1ccccc1NC(=O)CN(C)C(C)C(=O)Nc1ccc(C#N)cc1 (centres undefined) ?
SRC3 TRFRET art: 1578; SRC1 TRFRET art: 2116

Results for Cc1sc2nc(CSCC(=O)Nc3ccccc3C#N)[nH]c(=O)c2c1C ?
SRC3 TRFRET art: 1453; SRC1 TRFRET art: 1620

How did NC(=O)c1ccsc1NC(=O)CSc1nnc2ccccn12 do in these assays?
SRC3 TRFRET art: 1576; SRC1 TRFRET art: 1809

What do the screens show for `CC(NC(=O)c1ccc(Br)s1)c1ccncc1` (centres undefined)?
SRC3 TRFRET art: 1428; SRC1 TRFRET art: 1761

Results for COc1ccc(NC(=O)C2(N(CC(C)C)C(=O)Cn3nnnc3N)CCCCC2)cc1 ?
SRC3 TRFRET art: 1428; SRC1 TRFRET art: 1739

Results for CCC(=O)N1CCc2cc(S(=O)(=O)CCC(=O)NCc3ccco3)ccc21 ?
SRC3 TRFRET art: 1570; SRC1 TRFRET art: 1892

How did O=C(NC1CCCC1)C(=O)N(Cc1cccnc1)C(C(=O)NCC1CCCO1)c1ccco1 (centres undefined) do in these assays?
SRC3 TRFRET art: 1702; SRC1 TRFRET art: 1850

What do the screens show for `CC(/C=C/c1ccccc1)=N\NC(=O)c1ccc2c(c1)OCCO2`?
SRC3 TRFRET art: 1770; SRC1 TRFRET art: 1800

Results for CCC(=NCCc1c(C)[nH]c2ccc(C)cc12)C1=C(O)CC(c2ccccc2)CC1=O (centres undefined) ?
SRC3 TRFRET art: 1461; SRC1 TRFRET art: 1739

Results for CC(C)OCc1c(C(=O)OC/C(O)=C(\C#N)c2nc3ccccc3[nH]2)oc2ccccc12 ?
SRC3 TRFRET art: 1598; SRC1 TRFRET art: 1996

How did CC(=O)c1cccc(Nc2ccc(-c3ccccc3F)nn2)c1 do in these assays?
SRC3 TRFRET art: 1710; SRC1 TRFRET art: 1912

What do the screens show for `O=C1NC(c2ccc(-c3ccccc3[N+](=O)[O-])o2)C(C(=O)c2ccccc2)C(O)(C(F)(F)F)N1` (centres undefined)?
SRC3 TRFRET art: 1443; SRC1 TRFRET art: 1886

Results for Cc1cccc(C)c1NC(=O)CN1C(=O)NC(C)(CCc2ccccc2)C1=O (centres undefined) ?
SRC3 TRFRET art: 1672; SRC1 TRFRET art: 1903

What do the screens show for `Cc1ccc(-c2csc(NC(=O)Cc3ccc(F)cc3)n2)o1`?
SRC3 TRFRET art: 1369; SRC1 TRFRET art: 1988

How did COc1cnc(-c2cccc(C(F)(F)F)c2)[nH]c1=O do in these assays?
SRC3 TRFRET art: 1544; SRC1 TRFRET art: 1656

Results for CCOC(=O)N1CCN(C(=O)c2cn(C)c3ccc(S(=O)(=O)N4CCCC4)cc3c2=O)CC1 ?
SRC3 TRFRET art: 1408; SRC1 TRFRET art: 1587

What do the screens show for `CCN(CC)S(=O)(=O)c1ccc(N2CCOCC2)c(NC(=O)Cc2ccc(Cl)cc2)c1`?
SRC3 TRFRET art: 1866; SRC1 TRFRET art: 2133

How did CCOCCOC(=O)C1=C(C)Nc2ccc(C)cc2S1 do in these assays?
SRC3 TRFRET art: 1628; SRC1 TRFRET art: 1903

What do the screens show for `COc1ccccc1NC(=S)NN1CCN(C)CC1`?
SRC3 TRFRET art: 1715; SRC1 TRFRET art: 1817

Results for CCc1ccccc1NC(=O)CC(c1ccc(OC)cc1)n1cccc1 (centres undefined) ?
SRC3 TRFRET art: 1648; SRC1 TRFRET art: 1574
